TRHR enhancer: allosterically enhances the human TRH receptor; TRHR cells, fluo-8 calcium fluorescence, EC20 TRH enhancement; P34981; AID 493056; enhancement, % at 2 µM; actives 0.66% (n = 360,000); in the data active = enhancement above about 30%; also: 0% is about no effect
Target sequence (P34981 whole entry, looked up): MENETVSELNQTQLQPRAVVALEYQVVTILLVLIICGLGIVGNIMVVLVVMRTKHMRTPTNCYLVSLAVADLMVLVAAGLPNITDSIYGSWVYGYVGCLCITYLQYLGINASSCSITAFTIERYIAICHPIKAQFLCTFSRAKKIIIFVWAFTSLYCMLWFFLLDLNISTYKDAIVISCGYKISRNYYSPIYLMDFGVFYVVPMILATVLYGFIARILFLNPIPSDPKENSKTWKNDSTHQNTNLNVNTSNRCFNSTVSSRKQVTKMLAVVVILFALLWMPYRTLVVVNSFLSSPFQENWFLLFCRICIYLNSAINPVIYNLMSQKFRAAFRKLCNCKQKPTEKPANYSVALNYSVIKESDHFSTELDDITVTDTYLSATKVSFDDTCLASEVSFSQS
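TRHR-expressing cells loaded with fluo-8 calcium dye were read kinetically (ex 480/em 530) during compound addition, then stimulated with an EC20 of TRH (10 nM final). Enhancement of the Gq-mediated intracellular calcium response was scored.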
D2 agonist: agonists of human D2 dopamine receptor. P14416. HEK293 T-REx D2 cells, calcium flux agonist mode. activation, % at 2 µM. actives 0.53% (n = 340,000). AID 485358;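 active = activation over 3 SD above normal in the single-dose calcium agonist read, cut at about 30% in these data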; also: 0% is about no effect
Target sequence (P14416 whole entry, looked up): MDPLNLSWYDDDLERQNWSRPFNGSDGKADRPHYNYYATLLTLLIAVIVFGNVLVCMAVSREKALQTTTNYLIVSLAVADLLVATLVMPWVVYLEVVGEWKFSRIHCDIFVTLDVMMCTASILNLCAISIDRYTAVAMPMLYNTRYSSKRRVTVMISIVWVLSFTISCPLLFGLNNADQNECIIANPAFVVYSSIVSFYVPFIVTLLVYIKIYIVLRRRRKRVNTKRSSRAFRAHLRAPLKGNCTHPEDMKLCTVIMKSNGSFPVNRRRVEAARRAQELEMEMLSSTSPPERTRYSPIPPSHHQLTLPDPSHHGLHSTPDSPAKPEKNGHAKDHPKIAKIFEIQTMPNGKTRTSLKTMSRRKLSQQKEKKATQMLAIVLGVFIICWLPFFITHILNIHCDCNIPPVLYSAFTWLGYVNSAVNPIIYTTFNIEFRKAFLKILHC
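Agonism scored from kinetic calcium signal (1 read/sec, 180 s) following compound pin transfer, after a 10 s baseline. Cells: HEK293 Trex line expressing inducible D2 receptor coupled to calcium, dye-loaded after overnight culture at 30 C.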
D2 antagonist: antagonists of human D2 dopamine receptor; AID 485344; actives 2% (n = 340,000); inhibition, % at 10 µM; HEK293 TREx D2 cells, calcium flux, dopamine EC80; P14416; in the data active = inhibition above about 30%; also: 0% is about no effect
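Tetracycline-induced HEK293 T-REx cells expressing D2 force-coupled to calcium signalling were dye-loaded, exposed to compound for 180 s, then challenged with an EC80 of dopamine; calcium flux was followed kinetically for a further 180 s.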
D2 potentiator: D2 dopamine receptor (human) potentiation; P14416; HEK293 T-REx D2, calcium flux, EC20 dopamine potentiation; potentiation, % at 10 µM; actives 0.34% (n = 340,000);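 active = potentiation over 3 SD above the plate norm, cut at about 30% in these data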; also: 0% is about no effect
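Cells plated with tetracycline inducer and held overnight at 30 C; calcium dye loaded 30–90 min at room temperature; baseline taken, compound added and read 180 s; EC20 dopamine then added and read 180 s.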
D1 antagonist: antagonists of human D1 dopamine receptor. HEK293 TREx D1 cells, calcium flux, dopamine EC80; hits give low values. activity change, negative = inhibition, % at 10 µM. AID 504652. P21728. actives 3.2% (n = 360,000); in the data active = activity change below about -30%; also: % is scaled to controls: 0 for no effect and ±100 for the full control effect
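Using tetracycline-induced force-coupled D1 Hek293 cells and a calcium dye, signals were followed for 180 s after compound, then for 180 s after EC80 dopamine, to detect inhibitors.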
D1 ag: activates the human D1 dopamine receptor. actives 1% (n = 360,000). HEK293 T-REx D1 cells, calcium flux, agonist mode. activation, % at 2 µM. AID 504660. P21728; in the data active = activation above about 30%; also: 0% is about no effect
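Tetracycline-induced HEK293 TREx D1 cells, force-coupled to calcium signalling, were dye-loaded with a no-wash calcium kit. Compound was pin-added after a 10 s baseline. Fluorescence was read kinetically at 1 cycle/s for 180 s, with calcium rises flagged as agonism.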
RXFP1 ag: agonists of human relaxin receptor RXFP1; HEK293T-RXFP1 cAMP TR-FRET, 30 min; response scale: percent of porcine relaxin response, buffer zero; Potency, µM (top dose mostly 57.5 µM), inactives show at the top dose activation, hits mostly activators; actives 0.3% (n = 370,000); AID 2676; active = well fitted activation curve with a large enough effect; also: potency is read from the fitted curve at half-maximal effect; % is scaled to controls: 0 for no effect and ±100 for the full control effect; nearly all actives have a fitted effect of over 60% in size; many of its hits are not listed in these tables
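Agonist response is measured as cAMP accumulation in an RXFP1-transfected HEK293T line under PDE4 inhibition. Values are scaled between buffer-only and 29 nM porcine relaxin, and EC50s come from standard Hill equation fits.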
D1 potentiator: potentiators of human D1 dopamine receptor | HEK293 TREx D1 cells, calcium flux, dopamine EC20 potentiation | actives 0.036% (n = 360,000) | potentiation, % at 10 µM | P21728; in the data active = potentiation above about 30%; also: 0% is about no effect
RXFP1 antag: blocks the human relaxin receptor RXFP1 | Q9HBX9 | HEK293-RXFP1, relaxin-stimulated cAMP HTRF, 30 min; hits give low values | activity change, negative = inhibition, % at 57.5 µM | actives 0.59% (n = 350,000) | AID 1259400;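 active = activity change of -60% or lower, but not beyond a set lower limit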; also: % is scaled to controls: 0 for no effect and ±100 for the full control effect
Starred values were filed as active, the others as inactive; / = no result given; & = joins results of further samples.

SMILES	TRHR enhancer	D2 agonist	D2 antagonist	D2 potentiator	D1 antagonist	D1 ag	RXFP1 ag	D1 potentiator	RXFP1 antag
O=c1cc([O-])[n+]2c3n1CCCN3CCC2	1	0.3	6	3	-21	2	1.2%	-6	/
COc1ccccc1NC(=O)NCC1CC1(Cl)Cl (configuration not stated)	-1	0.5	-11	-18	7	2	-1.5%	-4	2
Cc1ccc(OCCNC(=O)/C=C/c2ccccc2)cc1	2	0.4	5	-3	-9	3	0.1%	-8	4
Cc1cc(C)cc(NC(=O)CSc2nc3c(cnn3-c3ccc(F)cc3)c(=O)[nH]2)c1	-2	-0.3	/	-1	-16	-1	6.8%	1	/
Cc1nnn(-c2nonc2N)c1C(=O)NNC(=O)c1ccc(Cl)c(Cl)c1	-1	-0.6	7	-7	12	2	3.1%	0	-3
C/C(CC(=O)Nc1cc(Cl)ccc1Cl)=N\NC(N)=S	-3	/	/	/	13	6	-0.1%	-4	7
CCc1ccccc1NC(=O)Cn1c(-c2nonc2N)nc2ccccc21	-5	0.7	/	-5	-6	0	0.1%	3	3
Cc1ccc(C)c2[nH]c(=O)c(CCNC(=O)c3ccc(S(=O)(=O)N4CCOCC4)cc3)cc12	1	-0.6	4	5	2	1	19%	-2	-24
N#CC1(NC(=O)COC(=O)c2ccc(-c3ccc(O)cc3)cc2)CCCCC1	2	0.2	-11	-10	-9	5	2.0%	-2	-4
CCCN1C(=O)C2(SC(NC(C)=O)=NN2C(C)=O)c2cc(C)cc(C)c21 (configuration not stated)	11	-0.9	-5	0	-16	1	-4.0%	-6	-6
CCOc1ccc(NC(=O)N2CCC(C(N)=O)(N3CCCCC3)CC2)cc1	4&-10	-0.4&0.0	-1	-5&2	0&-1	0&4	-2.5%&0.5%	-1&-1	3&-1
COCCN(CC(=O)Nc1cccc(C)c1C)C(=O)c1ccc2c(c1)OCO2	13	-1.3	-8	-1	-4	2	0.6%	2	-3
CCCCN1C(=O)C(CC(=O)NCC)SC1=Nc1ccccc1 (configuration not stated)	27	-0.3	-15	10	16	0	-0.1%	-2	7
CC1(C)C(=O)NC(=O)N1Cc1ccccc1	-3	-0.4	45*	-5	-4	3	0.2%	7	/
COc1cccc(CCNS(=O)(=O)CCNC(=O)c2cccc(OC)c2)c1	-5	-0.7	18	-1	-2	4	2.5%	2	-8
COc1cc(O)c(C(CCN2CCCCC2)c2ccc(N(C)C)cc2)c(OC)c1 (configuration not stated)	2	0.4	-14	-13	-34*	10	5.2%	0	/
COc1ccc(-c2nc(SCC(=O)NC3CCCCC3)n[nH]2)cc1	-11	1.1	2	-4	7	0	-2.6%	-3	4
Cc1ccc(-n2c(SCC(=O)N3CCC(C(=O)O)CC3)nc3ccccc3c2=O)cc1C	9	-0.1	-13	5	11	1	-1.6%	-5	-15
Fc1ccc(CSc2nnc3ccc(-c4ccncc4)nn23)cc1	1	5.0	0	-1	-10	1	1.8%	8	1
COc1ccc(-c2csc3nc[nH]c(=O)c23)cc1	-3	0.4	-22	-2	0	2	4.0%	-2	-17
Cc1cccc([C@@H]2[C@@H]3C(=O)N(Cc4ccccc4)C(=O)[C@@H]3[C@]3(Cc4ccccc4)C(=O)N(c4ccccc4)C(=O)N23)c1	4	2.4	3	14	6	8	-2.0%	8	/
Cc1c(N=C2N=C(NC(=O)Nc3ccc(Cl)cc3)c3ccccc32)c(=O)n(-c2ccccc2)n1C	-1	2.5	3	5	-8	3	0.5%	-4	-5
Cc1cc2c(n1-c1ccc(C(=O)NCCc3ccccc3)cc1)CCC(C)C2 (configuration not stated)	5	0.7	/	-8	3	-1	-0.1%	0	-4
O=C(Nc1nccs1)c1ccc(-c2ccc(Cl)cc2)o1	-3	0.4	5	-3	-12	4	-1.3%	-2	-9
Cc1ccc(S(=O)(=O)C2(C(=O)NCc3ccccc3Cl)CC2)cc1	-5	0.1	8	0	10	5	4.8%	-1	5
O=C(Nc1cccc(-c2nc3ncccc3o2)c1)c1cc2ccccc2o1	-2	0.4	-5	-5	-10	1	1.9%	-1	-12
COc1cccc(N(CC(=O)NC2CCCCC2)C(=O)c2snc(C(N)=O)c2N)c1	27	-3.2	2	/	-35*	-1	3.7%	-11	-4
CN1CCN(C(=S)SCc2nc(N)nc(Nc3ccc(F)cc3)n2)CC1	4	1.6	-3	-13	-2	2	2.6%	5	-5
O=C(COc1ccc(Cl)cc1)NCc1nnc(SCC(=O)NCCc2ccccc2)o1	-14	0.1	6	-3	-20	6	0.4%	-2	3
COCCNC(=O)CN(c1cc(Cl)ccc1OC)S(=O)(=O)c1ccc(C)c([N+](=O)[O-])c1	-11	0.2	59*	-4	-1	1	-1.2%	2	4
CC1CCN(S(=O)(=O)c2ccc(NC(=S)NC(=O)c3ccc(Cl)cc3)cc2)CC1	1	0.3	-4	-3	9	2	4.0%	0	4
O=c1[nH]c(=S)[nH]cc1S(=O)(=O)c1cccc(Cl)c1	-5	1.2	5	3	0	1	-0.9%	-2	-13
C=C1CCC[C@]2(C)C[C@H]3OC(=O)C(CNC(C)CCCC(C)C)[C@H]3CC12 (some centres not stated)	23	0.8	-16	-8	17	15	1.4%	-7	-9
CCc1cc2c(=O)c(-c3ccc4c(c3)OCCO4)c(C)oc2cc1OS(C)(=O)=O	-5	0.3	1	4	-9	7	1.0%	-20	5
CSC1=NCCN1S(=O)(=O)c1ccc(C)cc1	5	-0.3	-1	2	21	-3	1.8%	0	0
Cc1ccc(N(CC(=O)NCCSc2nc3ccccc3s2)S(=O)(=O)c2ccccc2)c(C)c1	-5	0.5	55*	6	9	6	-1.6%	-6	1

Reprinted from the part before: 2 compounds, followed by the next part.
SMILES	TRHR enhancer	D2 agonist	D2 antagonist	D2 potentiator	D1 antagonist	D1 ag	RXFP1 ag	D1 potentiator	RXFP1 antag
CSC1=NCCN1S(=O)(=O)c1ccc(C)cc1	5	-0.3	-1	2	21	-3	1.8%	0	0
Cc1ccc(N(CC(=O)NCCSc2nc3ccccc3s2)S(=O)(=O)c2ccccc2)c(C)c1	-5	0.5	55*	6	9	6	-1.6%	-6	1
Cc1ccc(-c2nnn(CC(=O)N(CCCO)C(C(=O)NC3CCCC3)c3ccc(Cl)cc3)n2)o1 (configuration not stated)	-13	0.5	6	19	3	1	-1.1%	-4	-18
CCCCNC(=O)C1CCCN(S(=O)(=O)CCC)C1 (configuration not stated)	-3	0.2	/	-7	-32*	-1	-0.1%	1	1
CS(=O)(=O)N(CC(=O)NCc1ccncc1)c1ccc(F)c(Cl)c1	9	0.3	-16	-17	-8	1	-0.6%	-10	-13
CCOC(=O)CSc1nnc(NC(=O)c2cc([N+](=O)[O-])cc([N+](=O)[O-])c2)s1	1	0.1	2	-1	-6	3	4.1%	-4	-2
O=C(NC(=S)Nc1ccc(S(=O)(=O)N2CCOCC2)cc1)c1ccccc1[N+](=O)[O-]	-2	-1.4	-7	-4	-10	4	-0.9%	1	1
CNS(=O)(=O)c1ccc(NC(=O)c2ccoc2C)cc1	8	0.2	0	-1	-28	3	-1.9%	0	-12
O=C(NC(c1ccccc1)c1ccccc1)C1CCCN(S(=O)(=O)c2cnc[nH]2)C1 (configuration not stated)	-7	-1.3	-11	-5	4	2	0.1%	/	/
CC(=O)Nc1nonc1NC(C)=O	5	0.4	0	13	1	1	2.0%	0	5
CSc1ccccc1C(=O)N1CCN(c2ncccn2)CC1	-4	-2.8	-16	2	3	4	3.8%	1	2
Cc1ccc(CCNC(=O)C2CCN(c3nnc(C)c4c(C)n(-c5ccccc5)nc34)CC2)cc1	7	-1.1	/	1	0	3	14%	0	-29
Cc1ccc(C)c(NC(=O)Cn2c(SCC(=O)NCc3ccccc3)nc3ccccc32)c1	1	0.3	/	-2	-1	-1	-0.7%	0	/
COc1cc(C(=O)NCCNc2nc3cc(C)ccc3cc2C#N)cc(OC)c1OC	-8	0.1	0	-10	2	0	3.6%	-4	7

Profiles from above:
CCCCNC(=O)C1CCCN(S(=O)(=O)CCC)C1 (configuration not stated) is entered as TRHR enhancer: -3; D2 agonist: 0.2; D2 antagonist: /; D2 potentiator: -7; D1 antagonist: -32*; D1 ag: -1; RXFP1 ag: -0.1%; D1 potentiator: 1; RXFP1 antag: 1
CC(=O)Nc1nonc1NC(C)=O is entered as TRHR enhancer: 5; D2 agonist: 0.4; D2 antagonist: 0; D2 potentiator: 13; D1 antagonist: 1; D1 ag: 1; RXFP1 ag: 2.0%; D1 potentiator: 0; RXFP1 antag: 5
O=C(NC(=S)Nc1ccc(S(=O)(=O)N2CCOCC2)cc1)c1ccccc1[N+](=O)[O-] is entered as TRHR enhancer: -2; D2 agonist: -1.4; D2 antagonist: -7; D2 potentiator: -4; D1 antagonist: -10; D1 ag: 4; RXFP1 ag: -0.9%; D1 potentiator: 1; RXFP1 antag: 1

(listing goes on)
SMILES	TRHR enhancer	D2 agonist	D2 antagonist	D2 potentiator	D1 antagonist	D1 ag	RXFP1 ag	D1 potentiator	RXFP1 antag
Cc1nnc(SCC(=O)NCc2ccc(F)cc2)[nH]c1=O	-3	-0.1	16	1	-11	-2	0.9%	-4	3
Cc1cccc(CN2CCN(Cc3ccc4nonc4c3)CC2CCO)n1 (configuration not stated)	2	0.8	4	-2	-9	0	-0.3%	3	-3
CC1=CCC(C(=O)O)C(C(=O)NC2CCCCC2)C1 (configuration not stated)	1	1.9	45*	20	-10	2	0.2%	1	7
CCCN1C(=O)CC(C(=O)OC)=C1C	0	-0.3	-19	3	-5	0	-2.9%	1	1
CCN(CC)C(=O)CSc1nc2ccccc2c(=O)n1CC1CCCCC1	-4	1.3	-7	6	27	3	0.6%	-2	-19
Cc1ccc(/C=N\NC(=O)Cn2c(C)nc3ccccc32)o1	-4	-0.5	-19	-1	-18	4	1.5%	-6	5
C=CCn1c(COc2ccc(CC)cc2)nnc1SC/C(O)=C(\C#N)c1nc2ccccc2[nH]1	-3	-0.1	6	-1	-9	2	3.2%	-9	3
O=C(NCc1ccccc1Cl)C(=O)c1c[nH]c2ccccc12	2	0.2	0	17	1	1	-0.1%	-2	-4
O=C(CCCNS(=O)(=O)c1cccc2nsnc12)NCc1ccccc1	0	-0.5	-4	-9	13	3	-1.1%	1	-8
Cn1c(=NC(=O)CCS(=O)(=O)c2ccccc2)sc2cc(F)ccc21	-2	-0.2	-23	13	2	3	1.4%	-5	-13
CCOc1ccc(NC(=O)COc2ccc(C(=O)NCc3cccc(OC)c3)cc2OC)cc1	0	0.3	-23	0	-6	14	1.4%	/	-8
COc1ccc(C2/C=C\CN(C(=O)C3CCCC3)[C@H](Cc3ccccc3)C(=O)N2Cc2ccc(F)cc2)cc1 (some centres not stated)	2	0.2	-26	4	-37*	5	2.6%	9	/
COc1cc2c(cc1OC)CN(C(=O)CSc1nc(C)cc(C)c1C#N)CC2	8	0.1	12	34*	6	-3	1.0%	-3	4
COc1ccc(-c2cc(C(=O)N3CCN(c4ccccc4O)CC3)c3ccccc3n2)cc1	-16	0.1	-12	14	-8	1	0.1%	-3	-8
Cc1ccc(C(=O)Nc2ncc([N+](=O)[O-])s2)cc1	8	6.2	16	-1	-30	25	0.8%	-7	-15

Screening data as filed in PubChem BioAssay.

An excerpt; the hit share may differ from the screen's.
